AHR act – activates the human aryl hydrocarbon receptor. P35869. AHR-responsive luciferase reporter cells, luminescence. activation, % at 5 µM. 320,000 compounds, 2.5% hits. AID 2796; in the data active = activation above about 47%;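 also: 0% = vehicle wells and 100% = reference agonist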
pPAFAH inh – pPAFAH (human) enzyme inhibition; 330,000 compounds, 1.5% hits; Q13093; inhibition, % at 3.39 µM; AID 463082; recombinant pPAFAH, FP-rhodamine probe fluorescence polarization;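 active = inhibition above the mean inhibition across the screen plus 3 SD, cut at about 25% in these data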;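 also: inhibitors block binding of the rhodamine activity-based probe so polarization drops; 0% = enzyme with DMSO and 100% = wells lacking pPAFAH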
Target sequence (Q13093 whole entry, looked up): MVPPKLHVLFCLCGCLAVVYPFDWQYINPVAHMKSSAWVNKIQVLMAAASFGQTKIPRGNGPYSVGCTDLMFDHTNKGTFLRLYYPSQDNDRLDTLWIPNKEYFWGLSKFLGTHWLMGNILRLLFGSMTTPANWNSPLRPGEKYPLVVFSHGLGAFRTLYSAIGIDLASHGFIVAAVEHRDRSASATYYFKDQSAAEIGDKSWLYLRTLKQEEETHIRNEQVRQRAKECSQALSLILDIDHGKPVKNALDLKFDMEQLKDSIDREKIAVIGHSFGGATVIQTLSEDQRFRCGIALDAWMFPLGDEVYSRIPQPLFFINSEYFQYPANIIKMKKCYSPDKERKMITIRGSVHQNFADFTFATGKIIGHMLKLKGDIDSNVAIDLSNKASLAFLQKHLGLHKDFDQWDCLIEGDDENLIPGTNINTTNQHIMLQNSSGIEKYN
BCLXL inh – blocks human Bcl-xL binding to Bim BH3 peptide; Q07817; GST-Bcl-xL / FITC-Bim BH3 peptide fluorescence polarization; inhibition, % at 10.9 µM; 320,000 compounds, 0.7% hits;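 active = inhibition above the mean of all tested compounds plus 3 SD, cutoff set per campaign, cut at about 30% in these data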;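 also: 0% = DMSO wells and 100% = unlabeled Bim-BH3 peptide competitor; inhibitors lower millipolarization by displacing the labeled peptide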
GLD-1 TGE inh – GLD-1-TGE RNA interaction inhibition (C. elegans); purified GLD-1 + fluorescein TGE RNA, fluorescence polarization; inhibition, % at 5.96 µM; 320,000 compounds, 0.44% hits; AID 2280;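 active = percent inhibition above a per-plate cutoff, the plate mean of test compounds plus 3 SD, cut at about 30% in these data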;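 also: 0% = DMSO wells with GLD-1 and probe and 100% = wells lacking GLD-1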
PME-1 primary – blocks human protein phosphatase methylesterase 1. recombinant PME-1, FP-Rh probe fluorescence polarization. Q9Y570. inhibition, % at 5.9 µM. 320,000 compounds, 0.53% hits;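 active = inhibition above the campaign mean of all compounds plus 3 SD, cut at about 26% in these data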;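 also: competitive labeling of PME-1 active site by serine hydrolase directed probe; 0% = PME-1 with DMSO and 100% = wells lacking PME-1 enzyme; inhibitors block probe labeling so polarization falls and inhibition rises; many of its hits are not listed in these tables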
Fam108B inh – counter-screen for RBBP9 inhibitors: inhibitors of mouse Fam108B; recombinant Fam108B, FP-Rh probe fluorescence polarization; 300,000 compounds, 0.33% hits; inhibition, % at 9.51 µM; AID 1947;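 active = inhibition above the screen mean inhibition plus 3 SD, computed separately per campaign, cut at about 18% in these data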;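 also: inhibitors lower polarization as less probe binds the enzyme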
PAFAH1B2 inh – blocks human PAF acetylhydrolase 1b catalytic subunit 2; recombinant PAFAH1B2, FP-rhodamine activity probe, fluorescence polarization; 340,000 compounds, 1.2% hits; AID 492953; inhibition, % at 3.39 µM; P68402;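 active = inhibition above the mean of all tested compounds plus 3 SD, cut at about 24% in these data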;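 also: 0% = enzyme with DMSO and 100% = wells lacking PAFAH1B2; many of its hits are not listed in these tables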
MEX-5 binding – C. elegans MEX-5 TCR-2 RNA binding activity. activity score (negative = inhibition of binding), % at 10 µM. MEX-5/FITC-TCR2 RNA binding, fluorescence polarization; stronger effect = lower value. 300,000 compounds, 0.38% hits;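 active = inhibition past about -25% in most replicates, and total fluorescence under double the plate's negative control median, limit read from the data; inconclusive = replicates evenly split on the limit, or fluorescence at least double controls; inactive = too little inhibition in most replicates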;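 also: 0% = DMSO and -100% = 5 µM competing unlabeled TCR2 RNA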
Target sequence (Q9XUB2 whole entry, looked up): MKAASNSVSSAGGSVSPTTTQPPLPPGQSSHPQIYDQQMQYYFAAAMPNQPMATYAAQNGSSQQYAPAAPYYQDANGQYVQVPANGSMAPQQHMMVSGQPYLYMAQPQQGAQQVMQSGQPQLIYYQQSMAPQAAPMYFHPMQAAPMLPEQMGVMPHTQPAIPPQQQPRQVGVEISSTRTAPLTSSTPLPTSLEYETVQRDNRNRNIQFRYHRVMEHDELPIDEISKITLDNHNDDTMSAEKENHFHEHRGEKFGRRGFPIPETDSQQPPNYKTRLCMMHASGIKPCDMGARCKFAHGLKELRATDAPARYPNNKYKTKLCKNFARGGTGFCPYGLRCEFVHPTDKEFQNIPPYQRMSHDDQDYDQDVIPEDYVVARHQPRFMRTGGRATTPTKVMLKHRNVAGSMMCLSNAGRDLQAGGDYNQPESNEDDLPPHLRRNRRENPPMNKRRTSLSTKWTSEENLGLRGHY
MCL1-BIM inh – disrupts human MCL1 binding to BIM-BH3 peptide; Q07820; 320,000 compounds, 0.68% hits; AID 2057; inhibition, % at 10.9 µM; GST-MCL1 / FITC-Bim-BH3 fluorescence polarization;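 active = inhibition above the mean inhibition of all tested compounds plus 3 SD, set per campaign, cut at about 40% in these data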;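 also: 0% = DMSO wells and 100% = unlabeled Bim-BH3 peptide control; higher means more loss of mP so more displacement of Bim peptide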
An asterisk follows results filed as active; ? = inconclusive; / = no result given.

Start of the data: the first 2 records (preview)
Below each SMILES: GLD-1 TGE inh, pPAFAH inh, PME-1 primary, PAFAH1B2 inh, AHR act, MCL1-BIM inh, BCLXL inh, MEX-5 binding, Fam108B inh
CP(=O)(Nc1ccccc1)C(Cl)(Cl)Cl (stereo not given)
    0, 9, 5, -2, 0, 3, 4, -5.3, 4
CCOc1ccc(N2C(=O)/C(=C\c3cccs3)C(=O)NC2=S)cc1
    -4, -1, -8, /, 2, 15, 8, 0.4, 4

Main list, from the first entry:
Below each SMILES: GLD-1 TGE inh, pPAFAH inh, PME-1 primary, PAFAH1B2 inh, AHR act, MCL1-BIM inh, BCLXL inh, MEX-5 binding, Fam108B inh
CP(=O)(Nc1ccccc1)C(Cl)(Cl)Cl (stereo not given)
    0, 9, 5, -2, 0, 3, 4, -5.3, 4
CCOc1ccc(N2C(=O)/C(=C\c3cccs3)C(=O)NC2=S)cc1
    -4, -1, -8, /, 2, 15, 8, 0.4, 4
Clc1ccc2nc3c(c(-c4ccccc4)c2c1)CNCC3
    -1, 4, 2, 10, -1, 4, 6, -0.2, 3
Cc1sc2ncn(CC(=O)N3CCC4(CC3)OCCO4)c(=O)c2c1C
    0, 4, -5, 0, 2, 4, 4, 0.4, -2
Cc1ccsc1C(=O)C1CCCN(CCO)C1 (stereo not given)
    8, 5, 0, 3, 0, 5, 1, -0.3, -1
O=C1NC(=O)C(=Cc2ccc(N3CCN(C(=O)c4ccccc4)CC3)c([N+](=O)[O-])c2)C(=O)N1
    4, 3, 4, -4, 0, 24, 14, -15, 0
NS(=O)(=O)c1ccc(N2CCNCC2)cc1
    4, 3, -2, 3, 0, 5, 2, 1.2, -2
Cc1ccc(/C=C2\C(=O)NC(=O)N(CCc3ccc(F)cc3)C2=O)o1
    -26, 10, -2, 7, 32, -21, -11, 1.5, -2
Cc1cccc(CSc2nc3c(cc2C#N)CN(C)CC3)c1
    -1, 6, -3, 6, 1, 15, 9, -0.5, 0
CCCCS(=O)(=O)N1CCN(C(=N)N[N+](=O)[O-])CC1
    1, 0, -3, /, 0, 5, 4, -0.1, 1
Cc1nn(Cc2ccc(Cl)cc2Cl)c(Cl)c1C(=O)O
    -3, 3, -3, 6, 1, -3, 3, 0.9, 4
O=C(c1ccco1)c1cn(Cc2ccccc2)c2ccccc12
    0, 30*, -4, -5, -1, -3, 2, -0.8, -6
CCCCn1c(N)c(N(CCOC)C(=O)CN2CC=C(c3ccccc3)CC2)c(=O)[nH]c1=O
    4, 1, 1, 1, 3, 6, 5, 1.6, 2
O=c1[nH]c(=O)n(Cc2ccccc2)c(O)c1C=NCCCO
    -19, -1, -2, 4, 2, -57, -44, 9.5, 7
CC(C)CCNC(=O)c1c(N)n(CC2CCCO2)c2nc3ccccc3nc12 (stereo not given)
    15, 10, 11, 1, 13, 4, 9, -1.0, 0
COC(=O)C1=C(c2ccccc2OCc2ccccc2)C[C@@H]2CC[C@H]1N2C(=O)NCc1ccc(F)cc1
    0, 3, 0, 2, -1, 1, 2, /, /
Cc1nc2cc(C(F)(F)F)ccc2n1C1CCN(Cc2nnnn2Cc2cccs2)CC1
    -1, 13, -4, 2, 2, 3, 7, 1.9, 1
CN1CCN(CC(=O)Nc2ccc(Cl)cc2C(=O)c2ccccc2)CC1
    -1, 4, 0, 7, -2, 1, 8, -0.6, 4
C[C@]12CCC(=O)C[C@H]1CC[C@@H]1[C@@H]2CC[C@]2(C)C(=O)CC[C@@H]12
    -1, 5, /, -1, 2, /, /, /, /
C[C@]12CCC3[C@@H](CCC4=CC(=O)CC[C@@]43CO)C1CCC2=O (stereo not given in full)
    1, 5, -2, 0, 0, 1, 6, -1.3, 3
CN1CCC(O)(c2cccs2)C(C(=O)c2cccs2)C1 (stereo not given)
    4, 0, -1, -2, 0, 3, 8, -0.5, -1
CCc1ccc(OCCCN=C(C)c2c(O)n(C)c(=O)n(C)c2=O)cc1
    0, 5, 3, -2, 10, -2, 3, -1.4, 1
Cc1cc(OCC(=O)NCc2ccc(S(N)(=O)=O)cc2)c2c3c(c(=O)oc2c1)CCC3
    1, 2, -4, 0, -6, 0, 7, -0.6, 1
CC(=O)OC1N=C(c2ccccc2Cl)c2cc(Br)ccc2NC1=O (stereo not given)
    -1, 0, -5, 2, 6, 5, -3, 1.2, -2
CC(C)C[C@H](NP(=O)(O)O[C@@H]1O[C@@H](C)[C@H](O)[C@@H](O)[C@H]1O)C(=O)N[C@@H](Cc1c[nH]c2ccccc12)C(=O)O
    3, -10, -9, 4, -1, 1, 6, /, -1
CCOc1cccc(C2NCc3ccccc3-n3cccc32)c1O (stereo not given)
    8, 4, 3, 3, 17, 3, 6, 1.8, -4
CN1C[C@@H]2C[C@@H](c3cccn3-c3ccccn3)N3CCC[C@@]23C1=O
    6, 1, -3, 3, 4, 24, 23, -5.7, 3
CCCCn1c(O)c(/C(C)=N/NC(=O)Nc2ccccc2)c(=O)[nH]c1=O
    -8, 7, -1, 3, 24, -4, -1, /, -2
CC1(C)CC2(CCO1)NCCN1C(=O)CSC12 (stereo not given)
    3, -4, 0, 0, -1, 1, -1, -1.9, 5
O=C(O)CC1OCC=C2CN3CCC45c6ccccc6NC4C1C2CC35 (stereo not given)
    7, -8, -11, -1, 1, -1, 5, 0.8, -2

3 successive records out of the list so far, quoted:
Below each SMILES: GLD-1 TGE inh, pPAFAH inh, PME-1 primary, PAFAH1B2 inh, AHR act, MCL1-BIM inh, BCLXL inh, MEX-5 binding, Fam108B inh
CCCCn1c(O)c(/C(C)=N/NC(=O)Nc2ccccc2)c(=O)[nH]c1=O
    -8, 7, -1, 3, 24, -4, -1, /, -2
CC1(C)CC2(CCO1)NCCN1C(=O)CSC12 (stereo not given)
    3, -4, 0, 0, -1, 1, -1, -1.9, 5
O=C(O)CC1OCC=C2CN3CCC45c6ccccc6NC4C1C2CC35 (stereo not given)
    7, -8, -11, -1, 1, -1, 5, 0.8, -2

(list continues)
Below each SMILES: GLD-1 TGE inh, pPAFAH inh, PME-1 primary, PAFAH1B2 inh, AHR act, MCL1-BIM inh, BCLXL inh, MEX-5 binding, Fam108B inh
COc1ccccc1CN1CCCCC1c1cccnc1 (stereo not given)
    9, 6, 1, 3, 6, 7, 3, -2.5, -2
COc1ccc2c(c1)NP(=S)(Oc1ccccc1)N2 (stereo not given)
    13, 7, 5, 11, 24, 57*, 50*, -47*, 5
Clc1cccc(CNCCc2ccc3c(c2)OCO3)c1
    -1, 0, -6, 6, 3, -3, 0, 2.5, 4
CCOCCc1c(O)[nH]c(=S)[nH]c1=O
    2, 2, -5, 1, 0, -11, -11, 2.6, -2
COc1ccc(/C=C2\C(=O)NC(=O)N(Cc3ccccc3)C2=O)c(OC)c1OC
    -7, 2, 0, 1, 1, -2, -1, -0.1, 6
CSCCC(N=Cc1c(O)n(-c2ccc(Cl)cc2)c(=O)[nH]c1=O)C(=O)OC(C)(C)C (stereo not given)
    6, -2, -3, 4, -1, 1, 2, 0.3, 5
CCOCCN1CCC(OC(C)=O)C(C)C1 (stereo not given)
    -1, -2, 6, -1, -5, 4, 7, 0.1, 0
Cc1ccc(/C=C2\C(=O)NC(=S)N(c3ccccc3F)C2=O)s1
    1, 0, -23, -27, 2, 26, 11, /, -9
Cc1ccccc1N1CCN(Cc2ccc3c(c2)OCO3)CC1
    0, 4, 0, 3, 3, 8, 2, -0.2, -1
COc1ccc(/C=C2\C(=O)NC(=O)N(CCC3=CCCCC3)C2=O)c(OC)c1
    -17, 0, 7, 7, 9, -4, -11, 2.4, -3
CC(C)Sc1nnc(OC(=O)N(C)C)n1-c1ccccc1
    11, 0, -6, 6, 0, -2, 0, -0.1, -4
O=P1(N(CCCl)CCCl)NCCCO1 (stereo not given)
    10, -7, -1, -5, -2, 1, -1, 4.0, 2
COc1ccccc1-n1c(O)c(C=NCc2ccc3c(c2)OCO3)c(=O)[nH]c1=O
    -5, 2, -2, 10, 22, -13, -5, 1.9, 3
S=C1Nc2ccccc2Sc2ccccc21
    6, 6, 8, 6, -1, 14, 8, 0.1, -2
CC(C)CCn1c(=O)c(C(=O)Nc2ccccc2S(N)(=O)=O)c(O)c2ccccc21
    0, 8, -15, 2, 4, -3, -1, -0.1, -6
Cc1ccc(C)c(C2(O)CC(C)N(C)CC2C)c1 (stereo not given)
    10, -8, -1, 4, 5, 2, -2, 0.9, 7
COc1ccc(-n2c(O)c(/C=C/C=Nc3ccccc3)c(=O)[nH]c2=O)cc1
    -234, 0, -9, -11, -1, -310, -147, ?, -8
COc1ccc(C(=O)C2CN(C)CC2c2ccc(Cl)cc2)cc1 (stereo not given)
    0, 3, -7, 1, 0, 5, 4, -0.1, 3
Cc1ccccc1CN1CCN(C(=O)Cc2ccccc2)CC1
    -2, 0, 2, 1, -1, 7, 7, -0.1, 1
COC1=C(C)C(=O)O[C@]12C(=O)C(C)=C1CCCCN3[C@H]([C@@H]4C[C@H](C)C(=O)O4)CC[C@]132
    -3, 1, 2, -1, 0, 8, 4, /, /
O=C1NC(=O)N(c2ccc(Br)cc2)C(=O)/C1=C/c1ccsc1
    -24, 0, -6, 2, 12, -36, -15, 7.8, -6
O=C(CCc1nc(-c2ccccc2F)no1)N1CCC2(CC1)OCCO2
    -12, -4, -1, -7, 16, -13, -14, 1.3, -12
Cc1nn(C2CCOC(C)(C)C2)c2c1C(c1ccc3c(c1)OCO3)SCC(=O)N2 (stereo not given)
    -2, 2, 1, 7, 5, 4, 4, -1.2, -5
CC(C)(C)C(=O)Nc1ccc(S(=O)(=O)N2CC3CC(C2)c2cccc(=O)n2C3)cc1 (stereo not given)
    0, 0, -1, 2, 3, 4, 4, -1.2, 4
C[C@@H](N)Cc1cnc[nH]1
    6, -3, -3, -2, -2, 13, 15, 1.5, -7
c1ccc(C2CC3CC4(CCCC4)N2O3)cc1 (stereo not given)
    2, 1, -1, 3, 0, 4, -2, -0.7, 0
CCN(CC)CCCC(C)N=C(c1ccccc1)c1c(O)n(C)c(=O)n(C)c1=O (stereo not given)
    -4, 4, -7, 0, -1, 3, 5, 0.1, 4

Only part of the results is shown; rates above refer to the full screens.
